# From PubChem
# HT1080NT lethal – qHTS for induction of synthetic lethality in tumor cells producing 2HG: qHTS for the HT-1080-NT fibrosarcoma cell line. HT-1080-NT fibrosarcoma viability, CellTiter-Glo ATP luminescence, 48 h. Potency, µM (series often up to 46.1 µM), for inactives: top-dose activity, negative = less viability, hits mostly cytotoxic. actives 1.6% (n = 360,000). AID 686970, 2013;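 also: NT is the 2HG producing partner of a matched IDH1 knockdown line; potency is read from the fitted curve at half-maximal effect; 0% = DMSO-treated cells and -100% = media-only wells without cells; nearly all actives have a fitted effect of over 55% in size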
#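 Luminescent CellTiter-Glo readout after 48 hours of compound exposure at 37 degrees C defined viability of HT-1080-NT cells. Activity was normalized to DMSO wells and cell-free media wells; concentration-response curves were fitted and assigned curve classes.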
# KB-3-1 cytotox – qHTS assay for MDR1-selective chemotherapeutics: Primary screen using the parental adenocarcinoma cell KB-3-1; Potency, µM (titrated, usually from 46.1 µM), for the others: top-dose activity change, negative = cytotoxic, hits mostly cytotoxic; AID 1347075, 2019; actives 1.4% (n = 400,000); KB-3-1 viability, CellTiter-Glo ATP luminescence, 72 h; also: potency is read from the fitted curve at half-maximal effect; % is scaled to controls: 0 for no effect and ±100 for the full control effect; nearly all actives have a fitted effect of over 60% in size
#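 Screening of KB-3-1 cells (DMEM, 10% FBS, phenol-red free) ran from lowest to highest compound concentration; after 72 h at 37 °C viability was read luminescently and curves fitted.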
# SW480 rerep – A quantitative high throughput screen for small molecules that induce DNA re-replication in SW480 colon adenocarcinoma cells. Potency, µM (titrated, usually from 46.1 µM), inactives show at the highest dose re-replication activation, hits mostly activators. AID 624297, 2012. actives 1.8% (n = 340,000). SW480 DNA re-replication, Hoechst DNA content imaging, 48 h; also: potency is read from the fitted curve at half-maximal effect; % of control where 0% means no effect; nearly all actives have a fitted effect of over 55% in size
#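 SW480 cells exposed to compounds for 48 hr at 37 C, 5% CO2, then Hoechst-stained 40 min. Nuclear DNA content imaged by fluorescence scanning (405 nm excitation, 500-530 nm emission); re-replication scored as increased high-intensity nuclei.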
# MCF10A rereplic – A quantitative high throughput screen for small molecules that induce DNA re-replication in MCF 10a normal breast cells | actives 2.9% (n = 350,000) | AID 624296, 2012 | Potency, µM (highest dose often 46.1 µM), inactives show at the highest dose activity, positive = re-replication, actives largely listed as activators | MCF 10A DNA re-replication, Hoechst nuclear intensity, 48 h; also: potency is read from the fitted curve at half-maximal effect; % of control where 0% means no effect; nearly all actives have a fitted effect of over 50% in size
# HEK293 tox – qHTS of GLP-1 Receptor Inverse Agonists: Cytotox Screen | HEK293 cAMP-luciferase reporter cells, luminescence, 24 h | Potency, µM (top dose mostly 38.3 µM), for the others: top-dose activity change, negative = inhibition, hits mostly inhibitors | actives 0.13% (n = 410,000) | AID 624418, 2012;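 also: loss of luciferase light is scored as toxicity; potency is read from the fitted curve at half-maximal effect; % is scaled to controls: 0 for no effect and ±100 for the full control effect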
#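 MLSMR compounds, 24 hr on cells at 37 deg C/5% CO2; luminescence after luciferase reagent (12 min RT). Inhibition counted as the undesired cytotoxic outcome.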
# D3 ag – qHTS of D3 Dopamine Receptor Agonist: qHTS | D(3) dopamine receptor (Homo sapiens), P35462 | D3R DiscoveRx beta-arrestin cells, luminescence, 90 min | max activation, % | actives 0.58% (n = 410,000) | AID 652048, 2013; in the data active = max activation above about 30%; also: 0% is about no effect; mostly tested at two doses, the higher about 12 µM
# Target sequence (P35462 whole entry, looked up): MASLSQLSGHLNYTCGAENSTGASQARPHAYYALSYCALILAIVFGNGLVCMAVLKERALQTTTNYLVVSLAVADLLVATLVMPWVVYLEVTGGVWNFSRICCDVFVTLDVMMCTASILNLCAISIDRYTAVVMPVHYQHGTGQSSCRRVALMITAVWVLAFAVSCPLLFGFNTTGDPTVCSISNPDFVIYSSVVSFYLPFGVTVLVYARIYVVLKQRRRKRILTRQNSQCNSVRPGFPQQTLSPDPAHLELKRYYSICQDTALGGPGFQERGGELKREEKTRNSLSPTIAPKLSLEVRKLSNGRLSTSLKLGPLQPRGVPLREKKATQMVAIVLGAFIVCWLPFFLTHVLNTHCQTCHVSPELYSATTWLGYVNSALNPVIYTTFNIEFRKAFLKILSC
#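 Cells at 1500/well, incubated overnight, then treated with pinned compounds (dopamine as control) for 90 min at 37 degrees C. DiscoveRx reagent added for 30 - 60 minutes at room temperature; luminescence read.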
# HT1080 IDH1KD tx – qHTS for induction of synthetic lethality in tumor cells producing 2HG: qHTS for the HT-1080-IDH1KD cell line | HT-1080 IDH1 knockdown viability, ATP luminescence, 48 h | Potency, µM (top dose mostly 46.1 µM), for inactives: at the top dose activity, negative = toxicity, actives largely listed as cytotoxic | actives 2% (n = 360,000) | AID 686971, 2013;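 also: potency is read from the fitted curve at half-maximal effect; 0% = DMSO wells and -100% = cell-free medium wells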
#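 Luminescent ATP read-out (CellTiter-Glo, 10 min at room temperature) after 48 h compound exposure at 37 °C gave viability of IDH1-knockdown HT-1080 cells. Activity was normalised to DMSO and cell-free wells, then fitted as concentration-response curves.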
# KB-V1 cytotox – qHTS assay for MDR1-selective chemotherapeutics: Primary screen using the drug-selected MDR subline cells KB-V1. KB-V1 MDR cells viability, CellTiter-Glo, 72 h. actives 3.4% (n = 400,000). Potency, µM (titrated, usually from 46.1 µM), for the others: at the highest dose activity change, negative = cytotoxicity, most hits filed as cytotoxic; also: potency is read from the fitted curve at half-maximal effect; % is scaled to controls: 0 for no effect and ±100 for the full control effect; nearly all actives have a fitted effect of over 60% in size
#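 Following 72 h at 37 degrees C with compound, KB-V1 cell viability was read by CellTiter-Glo luminescence, medium being phenol-red-free DMEM plus 10% FBS; concentration-response parameters came from normalized, curve-fitted qHTS data.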
# IL1B secr inh – qHTS for Inhibitors of Inflammasome Signaling: IL-1-beta AlphaLISA Primary Screen; THP-1 LPS/ATP IL-1B secretion, AlphaLISA, 16 h; active compounds read low; activity change, % at 57.5 µM; actives 4.7% (n = 360,000); AID 743279, 2014; in the data active = activity change below about -50%; inconclusive = mostly about -30% to -49%; also: % is scaled to controls: 0 for no effect and ±100 for the full control effect
#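 THP-1 cells pretreated 1 hr with compounds (up to 57.5 uM final), then stimulated with LPS (250 ng/mL final) plus ATP (1.25 mM final); secreted IL-1B measured by AlphaLISA after 16 hr, decreased signal indicating inhibition.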
# * marks the source's active call; other numbers are inactive results; ? = inconclusive; · = not tested or not shown; & = joins results of further samples; [ ] = another dose, or the depositor's remark. Unless noted, calls follow the shape of the dose curve; as a rule, active = well fitted curve in the direction sought with a large enough effect; inconclusive = small, poorly fitted or top-dose-only effect, or another doubt; inactive = no such curve, though single readings can be large; an effect the other way counts as inactive or inconclusive.
SMILES,HT1080NT lethal,KB-3-1 cytotox,SW480 rerep,MCF10A rereplic,HEK293 tox,D3 ag,HT1080 IDH1KD tx,KB-V1 cytotox,IL1B secr inh
CCCCOc1ccccc1NC(=O)CC1Nc2ccccc2NC1=O (stereo not given),-3%,17%,-2%,5%,3%,1,2%[9.24 µM],1%,?
CCNS(=O)(=O)c1ccc(NC(=O)Nc2ccccc2OC)cc1,-9%,5%,-3%,2%,-18%,7,4%,-3%,-26
CCc1nc2ccc(C(=O)Nc3ccc(OC)c(OC)c3)cn2c1N(CC)Cc1ccc(OC)c(OC)c1,8%,0%,·,·,0%,15,8%,3%,-12
COC(=O)c1ccc(COC(=O)c2ccc(SC)cc2OC)cc1,3%,14%,2%,-4%,10%,5,5%,-2%,22
CC12CC3(C)CC(C)(C1)CC(C(=O)NCCc1ccc(S(N)(=O)=O)cc1)(C2)C3,-19%,-2%,-11%,-1%,-7%,1,-12%,-13%,19
CCCCN1C(=O)C(CC(=O)NC2CCCCC2)CC(C(=O)N(C)C)=C1C (stereo not given),1%,-8%,·,·,-6%,-2,11%,-2%,12
CCOCCc1c(O)nc(SC)[nH]c1=O,10%,-5%,-3%,2%,8%,0,15%,-1%,-11
Cc1ccccc1N1CCN(C2CCCN(C(=O)c3ocnc3C)C2)CC1 (stereo not given),2%,2%,7%,1%,8%,-30,7%,-1%,0
CCCN(CC1CC1)C(=O)CCc1nnc(C(OC)c2ccccc2)o1 (stereo not given),21%,-3%,1%,-5%,-3%,5,19%,0%,12
Cc1cccc(NC(=O)c2cc(Cl)sc2Cl)c1C,2%,-1%,-4%,-6%,-10%,1,1%,-3%,-13
CCCc1cc2c(c(NC(C)=O)n1)c(=O)oc1ccccc12,-6%,15%,-4%,-2%,18%,-4,-6%,13µM*,10
Cc1cc(C(=O)COC(=O)c2cccc(S(=O)(=O)N(C)C)c2)c(C)n1CC1CCCO1 (stereo not given),6%,-5%,-1%,8%,-1%,-4,-19%,2%,10
O=C(Nc1ccn(Cc2c(F)c(F)cc(F)c2F)n1)c1ccc(COc2ccc(Cl)cc2Cl)o1,-24%,-23%,3%,19%,2%,3,-26%,8.2µM*,?
CCC(=O)Nc1ccc(C(=O)NNC(=O)CCCCC(=O)NNC(=O)c2ccc(NC(=O)CC)cc2)cc1,-2%,-1%,·,·,-3%,-3,-3%,-17%,-5
COc1ccc(C2CC(=O)N(CC(=O)Nc3cccc(C)c3C)c3ccccc3S2)cc1OC (stereo not given),·,-25%,·,·,-7%,3,·,?,·
CC(=O)c1cccc(NS(=O)(=O)c2ccc(NC(=O)N3CCCCC3)cc2)c1,?,·,1%,?,-1%,11,-30%,·,9
Cc1ccnc(NS(=O)(=O)c2ccc3ccccc3c2)n1,11%,-6%,-6%,4%,8%,-1,-2%,?,8
O=C(COc1ccc(Br)cc1Br)NN1C(=O)c2ccccc2C1=O,-1%,0%,5%,3%,1%,-9,0%,-5%,-19
COc1ccccc1N(CC(=O)Nc1ccccc1C(=O)N1CCCC1)S(C)(=O)=O,1%,5%,-6%,-5%,-9%,22,9%,-3%,0
Cc1ccc(CC2CC(=O)N(c3ccc(Cl)cn3)C2=O)cc1 (stereo not given),3%,14%,-6%,4%,-6%,0,11%,0%,13
Cc1ccc2c(c1)CC1(CN2C)C(=O)OC(C)(C)OC1=O,8%,49%&3%,-6%,-8%,-15%,15,-3%,?,8
O=C(CSc1nc2ncccc2[nH]1)NC1CCCC1,4%,9%,-16%,1%,-9%,11,11%,0%,-14
COCCNC(=O)c1ccccc1NC(=O)c1cccc([N+](=O)[O-])c1C,-1%,0%,-8%,6%,-6%,-10,22%,-11%,33
S=c1[nH]nc(COc2ccccc2)n1/N=C/c1c(Cl)cccc1Cl,-3%,?,-8%,?,7%,-5,-7%,-8%,-1
COc1ccc(-c2nnn(-c3cc(Cl)cc(Cl)c3)c2N)cc1,-14%,2%,?,?,-1%,-7,-15%,-2%,-11
# Going on with the list.
SMILES,HT1080NT lethal,KB-3-1 cytotox,SW480 rerep,MCF10A rereplic,HEK293 tox,D3 ag,HT1080 IDH1KD tx,KB-V1 cytotox,IL1B secr inh
CCOC(=O)N1CCN(C(=O)COc2cc(=O)n(CC)c3ccccc23)CC1,2%,-4%,0%,5%,3%,2,2%,-4%,-13
Cc1cc(/C=N\NC(=O)COc2cccc3cccnc23)c(C)n1-c1ccc(Br)cc1,2%,-10%,-22%,?,-11%,-11,-2%,-7%,-7
CN(Cc1cn(C)c2ccccc12)C(=S)Nc1cc(F)cc(F)c1,1%,?,-57%[inhibitor],-65%[inhibitor],-15%,4,0%,18µM*,-14
CC(=O)c1cccc(NC(=O)C2CCCN(S(=O)(=O)c3ccccc3)C2)c1 (stereo not given),-16%,-17%,-10%,-5%,-23%,-1,-20%,-28%,-9
COc1cc(CN(C(=S)NCC(=O)NC2CCCC2)C2CCCC2)cc(OC)c1OC,5%,1%,?,-6%,-10%,-8,-10%,13µM*,-9
O=C(CN(Cc1ccccc1)S(=O)(=O)c1ccc(Br)cc1)NCC1CCCO1 (stereo not given),12%,-10%,-1%,-5%,21%,8,-1%,?,-6
CC(NC(=O)CNC(=O)Cc1cccc2ccccc12)c1ccc(S(N)(=O)=O)cc1 (stereo not given),27%,-31%,?,11%,-11%,-14,6%,-8%,28
O=C(CSc1nnnn1-c1cccc2ccccc12)Nc1ccc(N2CCOCC2)c(Cl)c1,-30%,-4%,5%,8%,18%,-16,?,?,-6
N#Cc1ccc(OCC(=O)OCCCOC(=O)COc2ccc(C#N)cc2)cc1,2%,-3%,-7%,-2%,-9%,0,2%,20%,7
CCC1CCCCN1CC(=O)Nc1cc(C)nn1-c1nc(C)cc(C)n1 (stereo not given),3.5µM*,-28%,?,-5%,?,0,4.5µM*,-13%,8
COc1ccc(OCC(=O)Nc2ccc(NC(=O)c3ccco3)c(C)c2)cc1,17%,0%,4%,-7%,-4%,-10,17%,1%,-8
Cc1cccc(N2CCN(C(=O)CCNC(=O)Cn3ccc4ccccc4c3=O)CC2)c1C,0%,6%,2%,1%,-9%,0,1%,21µM*,13
CC1(C)CC(=O)C2=C(C1)OC(c1ccncc1)C(C#N)=C2N (stereo not given),9%,-1%,-3%,11%,19%,-4,0%,13%,-24
Cc1cccc(C)c1NC(=O)CSc1nnc(NC(=O)CN2CCOCC2)s1,-4%,-1%,-3%,8%,19%,-1,-3%,-9%,11
CCCC(CCC)C(=O)Nc1ccc2c(c1)N(C(=O)CCN1CCN(C)CC1)c1ccccc1CC2,?,2%,?,?,-13%,-10,?,-9%,?
CCN1C(=O)CC(N2CCN(c3ccc(C(=O)c4ccncc4)cc3)CC2)C1=O (stereo not given),10%,?,-4%,-6%,-8%,-5,1%,-7%,17
CC(C)Oc1ccc(-c2nc3c(C#N)c[nH]n3c2NC2CCCCC2)cc1,·,0%,·,·,0%,-16,·,?,·
COc1ccc(CN(C)C(=O)[C@H]2O[C@@H](n3ccc(N)nc3=O)[C@H](O)[C@@H]2O)cc1OC,8%,0%,·,·,-9%,-3,3%,23%,2
COc1ccc(CC(=O)Nc2ccc(-c3cn4ccccc4n3)cc2)cc1OC,?,12%,-4%,?,-26%,-14,?,0%,-9
O=C(CCc1nnc(CCCc2ccccc2)o1)NCCCC1CCCC1,2%,15%,-17%,7%,-17%,-4,-3%,8%,-23
O=C(O)c1ccccc1-c1ccc(/C=C/c2cc(C(F)(F)F)[nH]c(=O)n2)o1,18%,-4%,-2%,-4%,·,-9,8%,14%,4
Cc1ccc(N=Cc2c(O)ccc3ccccc23)cc1F,-36%,2%,?,?,3%,-4,?,-12%,22
O=C(O)c1cccc(S(=O)(=O)N2CCCC(c3nc4c(nnn4Cc4ccc(F)cc4)c(=O)[nH]3)C2)c1 (stereo not given),18%,-1%,-8%,-2%,-3%,2,-2%,0%,7
O=C(COc1ccc2ccccc2c1)Nc1cccc2cccnc12,-10%,2%,-3%,?,-7%,2,-20%,2%,13
CCOC(=O)C1=C(C)N=C2SC(C)C(=O)N2C1c1ccc(OCC)c(OCC)c1 (stereo not given),0%,14%,-11%,2%,-9%,-5,-3%,2%,0
CCCCn1c(=O)nc2n(-c3ccc(C)cc3)c3ccccc3cc-2c1=O,6%,20%,-5%,1%,2%[1.53 µM],6,4%,?,-1
O=C(/C=C/NNC(=O)c1cccc(Br)c1)c1ccccc1,-15%,1%,6%,?,-18%,7,-10%,-18%,-16
CN(C(=O)c1ccccn1)C1(C(=O)NC2CCCCC2)CCCCC1,3%,8%,-7%,5%,-1%,-3,3%,3%,-2
Cc1cccc(OC(C)C(=O)Nc2cc(Cl)ccc2-n2cncn2)c1 (stereo not given),-9%,-12%,0%,14%,1%,0,0%,-1%,9
CCCN(C(=O)C1CCCN(c2ncnc3c2nc2n3CCCCC2)C1)c1ccc(F)cc1 (stereo not given),6%,?,11%,?,-13%,1,8%,-42%,46

# Given tab-delimited: part of the list above
SMILES	HT1080NT lethal	KB-3-1 cytotox	SW480 rerep	MCF10A rereplic	HEK293 tox	D3 ag	HT1080 IDH1KD tx	KB-V1 cytotox	IL1B secr inh
CCOC(=O)C1=C(C)N=C2SC(C)C(=O)N2C1c1ccc(OCC)c(OCC)c1 (stereo not given)	0%	14%	-11%	2%	-9%	-5	-3%	2%	0
CCCCn1c(=O)nc2n(-c3ccc(C)cc3)c3ccccc3cc-2c1=O	6%	20%	-5%	1%	2%[1.53 µM]	6	4%	?	-1
